Screening data: PubChem, several laboratories
MrgX1 agonist: activates human MrgX1 receptor signaling; Q96LB2; MrgX1-HEK293 cells, Fluo-4 calcium fluorescence, agonist mode; active compounds read high; B-score at 10 µM; hit rate 0.44% among 310,000; AID 588627;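 active = calcium response B-score plate-corrected fluorescence ratio at least 3 library SD, with starting fluorescence B-score inside 5 SD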
Target sequence (Q96LB2 whole entry, looked up): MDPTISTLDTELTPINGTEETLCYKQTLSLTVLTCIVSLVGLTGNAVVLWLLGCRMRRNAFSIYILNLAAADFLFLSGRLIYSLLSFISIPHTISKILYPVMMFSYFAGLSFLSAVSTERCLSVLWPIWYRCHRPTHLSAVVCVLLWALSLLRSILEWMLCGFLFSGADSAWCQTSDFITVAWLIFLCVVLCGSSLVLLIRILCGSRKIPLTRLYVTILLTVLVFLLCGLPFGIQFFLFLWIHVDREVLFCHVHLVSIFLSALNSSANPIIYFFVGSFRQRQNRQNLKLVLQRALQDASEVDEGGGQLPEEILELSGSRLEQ
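Material – MrgX1-expressing HEK293 cells · Input – 15,000 cells seeded per well · Dosing – compound as first of three additions · Times – overnight seeding, then 1 h dark dye loading · Measured by – kinetic Fluo-4 NW fluorescence of intracellular calcium · Read-out – B-scored fluorescence response ratio · Benchmarks – positive and negative control wells on each plate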
HIF act: HIF pathway transcriptional activation | U2OS HRE-luciferase reporter, luminescence; normalized: DMSO 0%, desferrioxamine 100% | activation, % at 7.5 µM (by protocol) | hit rate 0.32% among 300,000 | AID 1910;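 active = mean activation of at least 10% of the iron chelator positive control signal, with at least half of replicates also reaching 10%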
MrgX1 allo act: human MrgX1 positive allosteric modulation, primary screen; Q96LB2; MrgX1-HEK293, Fluo-4 calcium flux, FDSS; active compounds read high; B-score at 10 µM; hit rate 0.63% among 310,000; AID 588675;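 active = plate-corrected calcium response at least 3 library SD above typical, normal starting fluorescence, not activating the receptor alone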;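 note: compound read alongside a low EC10 to EC30 dose of BAM8-22 agonist; peak minus trough fluorescence over baseline measured at the second addition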
TRPC4 agonist: TRPC4 (mouse) channel activation | AID 2237 | B-score at 10 µM | HEK293 TRPC4beta/mu-opioid, Fluo4 calcium fluorescence; active compounds read high | hit rate 0.49% among 310,000;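 active = B-score above 5 SD of library B-scores, and initial fluorescence ratio not above library mean plus 5 SD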;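 note: positive B-score marks a calcium rise read as TRPC4 activation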
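System: HEK293 cells stably co-expressing mouse TRPC4beta and mu-opioid receptor; Schedule: Fluo4 dye loading 45 min at room temperature, 110 s recording; Detection: Fluo4 fluorescence, kinetic; Evaluation: B-scored integrated calcium fluorescence ratio; Controls: buffer (low) and maximal DAMGO (high).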
AI-2 QS modul: modulators of Vibrio harveyi AI-2 quorum sensing system | Vibrio harveyi JMH597 AI-2 luminescence/OD600 ratio, 9 h; active compounds read low; strain lacks LuxN and CqsS sensors; 0 = neutral-control median | activity change, % at 7.5 µM | hit rate 0.4% among 300,000 | AID 2094; in the data active = activity change below about -75%, passing the limit was not always enough;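 note: luminescence divided by OD600 gain over 9 h not by final OD600 alone; inactives centre near 13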
TRPC4 PAM: TRPC4 (mouse) allosteric potentiation | HEK293 TRPC4beta/mu-opioid, DAMGO EC20, Fluo-4 Ca2+ flux; active compounds read high | B-score at 10 µM | hit rate 0.42% among 310,000;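 active = B-score of calcium response area above 5 SD of library B-scores, with initial fluorescence ratio within 5 SD of library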;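 note: B-score of integrated fluorescence ratio over time as area under calcium response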
PolyA inhibitor: yeast polyadenylation inhibition; AID 1875; calls only at 12 µM; S. cerevisiae SKY197-pL101 polyadenylation reporter, beta-gal luminescence; efflux-impaired pdr1/pdr3 knockout yeast; score 100 = 6 SD above DMSO; hit rate 0.02% among 300,000;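 active = lowest replicate activity score at least 50, where 100 means six control SD above control mean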;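 note: yeast exposed to compound for 9 h at 30 °C; higher score means more reporter readthrough which indicates perturbed polyadenylation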
TRPC6 inh: mouse TRPC6 channel inhibition; Q61143; HEK293-TRPC6, membrane potential dye, ACh-evoked depolarization; active compounds read low; B-score at 10 µM; hit rate 1.1% among 310,000; AID 2553;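 active = B-score under library mean minus 3 SD, initial fluorescence not abnormally high, positive integrated signal ratio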;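 note: B-score derived from integrated fluorescence ratio over the kinetic read; more negative B-score means stronger inhibition of depolarization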
TRPC4 inh: inhibitors of mouse TRPC4 channel | Q9QUQ5 | HEK293 TRPC4beta/mu-opioid, DAMGO-evoked Fluo4 calcium flux; active compounds read low | B-score at 10 µM | hit rate 0.39% among 300,000 | AID 2247;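 active = B-score over 3 SD under the library average, no early fluorescence shift, positive overall ratio signal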
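Signal: kinetic Fluo4 fluorescence imaging of calcium influx. Material: stable TRPC4beta/mu-opioid receptor HEK293 cells. Probe or stimulus: DAMGO in two steps, submaximal then maximal.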
MrgX1 antag: human MrgX1 receptor antagonism, primary screen | Q96LB2 | MRGX1-HEK293 calcium flux, Fluo-4, BAM8-22 antagonism; active compounds read low | B-score at 10 µM | hit rate 1.3% among 310,000 | AID 588676;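 active = calcium-response B-score plate-corrected more than 3 library SD below zero, starting fluorescence within 5 deviations, no agonist response on first addition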;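 note: peak minus trough fluorescence over baseline after final BAM8-22 challenge near maximal dose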
TRPC6 act: activates the mouse TRPC6 cation channel | Q61143 | HEK293-TRPC6 membrane potential dye fluorescence; active compounds read high | B-score at 10 µM | hit rate 0.13% among 310,000;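 active = B-score of the integrated fluorescence ratio above library mean plus 3 SD, and starting fluorescence ratio within library mean plus 5 SD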;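 note: higher score means more depolarization so channel activation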
Active calls of the source: *; i = inactive; . = not tested or not shown. These rows are one share of the data; count on the stated rates, not on these rows.

SMILES	MrgX1 agonist	HIF act	MrgX1 allo act	TRPC4 agonist	AI-2 QS modul	TRPC4 PAM	PolyA inhibitor	TRPC6 inh	TRPC4 inh	MrgX1 antag	TRPC6 act
c1ccc(-c2oc3ncnc(NCCN4CCOCC4)c3c2-c2ccccc2)cc1	i	-0.2	i	i	11.2	i	i	i	i	i	i
CNC(=O)NC(=O)C(C)OC(=O)c1oc2ccccc2c1CSc1ccc(Cl)cc1 (stereo not drawn)	i	-0.5	i	i	27.1	i	i	i	i	i	i
O=C(O)CCc1nc2ccccc2n(CCc2ccccc2)c1=O	i	-0.3	i	i	34.9	i	i	i	i	i	i
CCOc1ccc(CCNC(=O)CCn2ccc3cc(S(=O)(=O)N4CCCC4)ccc32)cc1	i	0.2	i	i	16.3	i	i	i	i	i	i
O=C(Cc1c(Cl)cccc1Cl)OCC(=O)N1CCc2ccccc2C1	i	0.8	i	i	-6.0	i	i	i	i	i	i
CN1CCN(C(=O)c2ccccc2[N+](=O)[O-])CC1	i	0.7	i	i	-14.3	i	i	i	i	i	i
Cc1ccc(OCCCn2ccnc2)cc1C	i	0.0	i	i	5.8	i	i	i	i	i	i
COc1ccc(S(=O)(=O)N(C)c2ccc(C(=O)NCc3ccco3)cc2)cc1OC	i	0.0	i	i	9.3	i	i	i	i	i	i
Cn1cc(S(=O)(=O)N2CCCC2)cc1C(=O)Nc1cccc(C(F)(F)F)c1	i	0.3	i	i	24.6	i	i	i	i	i	i
COc1ccc(S(=O)(=O)Cc2ccc(C(=O)NCc3cccnc3)o2)cc1	i	-0.2	i	i	18.5	i	i	i	i	i	i
CCc1nc(N2CCCCC2)c2oc3ccccc3c2n1	i	0.3	i	i	21.1	i	i	i	i	i	i
O=C(Nc1ccc(F)cc1)Nc1ccc2c(c1)OCO2	i	5.0	i	i	3.9	i	i	i	i	-4.77*	i
CCSc1nnc(NC(=O)c2cc(C)oc2C)s1	i	3.2	i	i	18.6	i	i	i	i	i	i
Cn1c(=O)c2c(nc(SC3C(=O)CC(C)(C)CC3=O)n2C)n(C)c1=O	i	-0.1	i	i	37.5	i	i	i	i	i	i
CCCCc1c(O)nc(SCC(=O)c2ccccc2)n(-c2ccccc2)c1=O	i	0.5	i	i	0.9	i	i	i	i	i	i
Cc1ccc(CNC(=O)CCC2CCCN(Cc3cccc4ncccc34)C2)o1 (stereo not drawn)	i	-0.2	i	i	10.8	i	i	i	i	i	i
O=C(COc1ccc(Br)cc1)c1ccc2c(c1)CCCC2	i	0.8	i	i	16.0	12*	i	i	i	i	i
Cc1cc(C)nc(-n2nc(C)cc2NC(=O)CN2CCCC2)n1	i	-0.3	i	i	20.1	i	i	i	i	i	i
COc1ccc(-n2c(C)cc(/C=N/Nc3nnc(C)n3N)c2C)cc1	i	0.7	i	i	14.7	i	i	i	i	i	i
COc1cccc(CCC(=O)N2CCC(n3nccc3NC(=O)C3CCOC3)CC2)c1 (stereo not drawn)	i	-0.4	i	i	13.6	i	i	i	i	i	i
CC(=O)c1sc(NC(=O)c2ccc(C(C)(C)C)cc2)nc1C	i	1.2	i	i	28.9	i	i	i	i	i	i
Cc1csc(=Nc2ccccc2)n1C	i	-0.2	i	i	5.1	i	i	i	i	i	i
COC(=O)c1ccc(/C=C/c2nc3ccccc3c(=O)[nH]2)cc1	i	0.7	i	i	26.2	i	i	i	i	i	i
COC(=O)c1ccsc1NC(=O)CCS(=O)(=O)c1ccc(Cl)cc1	i	-0.4	i	i	13.7	i	i	i	i	i	i
COc1cccc(CN2CCN(C(=O)c3cccs3)CC2)c1OC	i	-2.8	i	i	21.0	i	i	i	i	i	i
C=C(C)Cn1c(N2CCN(CC)CC2)nc2c1c(=O)[nH]c(=O)n2C	i	-0.2	i	i	1.1	i	.	i	i	i	i
CCCCCCCCn1c2c(c(=N)c3c1CCC3)CCCC2	i	0.5	i	i	31.7	i	i	-6.1*	i	i	i
Cn1nc(C(=O)N2CCC(C(N)=O)CC2)c2c1-c1ccccc1SC2	i	0.1	i	i	22.8	i	i	i	i	i	i
O=C1OC(N2CCN(c3ccccn3)CC2)c2ccccc21 (stereo not drawn)	i	-0.6	i	i	45.5	i	i	i	i	i	i
CC(=O)Nc1ccc(NS(=O)(=O)c2cc(Cl)sc2Cl)cc1	i	0.5	i	i	4.5	i	i	i	i	i	i
COc1ccc(-c2ccc(=O)n(Cc3cc(=O)n4ccccc4n3)n2)cc1	i	0.0	i	i	24.2	i	i	i	i	i	i
CCCCCc1nnc(NC(=O)C2CCCO2)s1 (stereo not drawn)	i	1.7	i	i	17.7	i	i	i	i	i	i
Clc1ccc(Nc2nc3ccccc3n3nnnc23)cc1	i	-0.1	i	i	37.4	i	i	i	i	i	i
O=C1CCN(C(=S)NCCc2ccccc2)CC1	i	-0.2	i	i	14.8	i	i	i	i	i	i
CN(Cc1ccccc1)C(=S)NC(=O)c1ccc(-c2ccccc2)cc1	i	3.1	i	i	4.7	i	i	i	i	i	i
CCCCn1c(CCCNC(=O)c2ccco2)nc2ccccc21	i	-0.2	i	i	31.5	i	i	i	i	i	i
Cc1cccc(CC2S/C(=N/N=C/c3ccco3)NC2=O)c1 (stereo not drawn)	i	-0.1	i	i	9.3	i	i	i	i	i	i
CCCCOC(=O)c1cc(=O)[nH]c2ccc(C)cc12	i	-0.8	i	i	16.5	i	.	i	i	i	i
O=C(C1=C[C@@H](c2ccc(Br)cc2)C[C@@H](OCCCCO)O1)N1CCN(Cc2ccc3c(c2)OCO3)CC1	i	0.1	i	i	1.2	i	i	i	i	i	i
CCC1CCCN1Cn1cnc2c([nH]c3ccc(OC)cc32)c1=O (stereo not drawn)	i	-0.1	i	i	15.2	i	i	i	i	i	i
COc1ccc(C(=O)C/C(=C\C(=O)c2ccc(C)cc2)c2ccccc2)cc1	i	-0.8	i	i	19.7	i	i	i	i	-5.56*	i
CCN(CC)C(=O)c1sc(NC(=O)c2ccc(Br)o2)c(C(=O)OC)c1C	i	0.6	i	i	37.1	i	i	i	i	i	i
OC(c1ccc(F)cc1)C(CN1CCOCC1)c1ccccc1 (stereo not drawn)	i	-12.3	i	i	17.5	i	i	i	i	i	i
CSc1cc(-c2ccncc2)nc(-c2ccc(Cl)cc2)c1	i	1.2	i	i	18.0	i	i	i	i	i	i
Cc1cc(C)cc(C(N)=Nc2cccc(C#N)c2)c1	i	-0.2	i	i	6.2	i	i	i	i	i	i
O=C(CN1CCN(c2ccccc2)CC1)Nc1cccc(C(F)(F)F)c1	i	-0.4	i	i	10.0	i	i	i	i	i	i
Cc1ccccc1OS(=O)(=O)c1cn(C)c(=O)n(C)c1=O	i	-0.3	i	i	-15.7	i	i	i	i	i	i
CN(C)N(C)C(=O)C(O)(c1ccccc1)c1ccccc1	i	0.0	i	i	-3.7	i	i	i	i	i	i
Cc1ccc(C)c(Cn2c3ccccc3c3cnn(CC(=O)NCCCN4CCOCC4)c(=O)c32)c1	i	-0.9	i	i	4.3	i	i	i	i	i	i
Cc1ccc(-c2nnn(CC(=O)N(CC(=O)NC3CCCCC3)c3ccc(F)c(Cl)c3)n2)o1	i	0.4	i	i	11.8	i	i	i	i	i	i
CC1(C(=O)O)CCC(C(=O)NNC(=O)c2ccccc2O)C1(C)C (stereo not drawn)	i	1.9	i	i	12.7	i	i	i	i	i	i
O=C(NC1CCCC1)C(c1ccc(F)cc1)N(C(=O)c1csnn1)C1CC1 (stereo not drawn)	i	-0.1	i	i	19.3	i	i	i	i	i	i
Cc1cc(C(=O)CN2C(=O)NC(Cc3c[nH]c4ccccc34)C2=O)c(C)n1C (stereo not drawn)	i	-0.2	i	i	21.2	i	i	i	i	i	i
COc1ccc(CNC(=O)C23CC4CC(CC(Br)(C4)C2)C3)cc1	i	-2.9	i	i	38.8	i	i	i	i	i	i
CN(Cc1cnn(C)c1)C(=O)c1sc2cccc(Cl)c2c1Cl	i	-44.3	i	i	46.3	i	i	i	i	i	i
CCCCc1ccc(NC(=O)C2CCCO2)cc1 (stereo not drawn)	i	1.1	i	i	18.6	i	i	i	i	i	i
CN1CCN(c2oc(-c3ccccc3Cl)nc2S(=O)(=O)c2ccccc2)CC1	i	-0.2	i	i	19.1	i	i	i	i	i	i
CC(=O)c1ccc(NC(=O)CCc2ccc(C)o2)cc1	i	1.0	i	i	-88.1*	i	i	i	i	i	i
NC(=O)C1CCCCc2c1[nH]c1ccc(Cl)cc21 (stereo not drawn)	i	-0.4	i	i	2.0	i	i	i	i	i	i
C=CCSc1nsc(NC(=O)Nc2ccc(F)cc2)n1	i	5.6	i	i	7.2	11*	i	i	i	i	i

Other entries.
SMILES	MrgX1 agonist	HIF act	MrgX1 allo act	TRPC4 agonist	AI-2 QS modul	TRPC4 PAM	PolyA inhibitor	TRPC6 inh	TRPC4 inh	MrgX1 antag	TRPC6 act
O=C(Nc1ccc([N+](=O)[O-])cc1)c1cc(-c2ccccn2)nc2c(Cl)cccc12	i	-0.9	i	i	10.3	i	i	i	i	i	i
CN1C(=O)CC(N2CCN(Cc3ccc(Cl)cc3)CC2)C1=O (stereo not drawn)	i	0.0	i	i	8.1	i	i	i	i	i	i
COc1ccccc1-c1c(C(F)(F)F)oc2cc(OCC(=O)Nc3cc(C)ccc3C)ccc2c1=O	i	-0.1	i	i	0.2	i	i	i	i	i	i
COCCn1c(=O)[nH]c2cc(C(=O)N3CCN(c4cc(C)ccc4C)CC3)ccc2c1=O	i	-0.6	i	i	.	i	i	i	i	i	i
COc1cccc(C(O)c2nc3ccccc3n2C)c1 (stereo not drawn)	i	-1.0	i	i	11.3	i	i	i	i	i	i
Cn1c(N)c(C(=O)COC(=O)c2cc(C3CC3)nc3ccccc23)c(=O)n(C)c1=O	i	-0.3	i	i	47.2	i	i	i	i	i	i

Random excerpt: 2 compounds from above, in no set order.
SMILES	MrgX1 agonist	HIF act	MrgX1 allo act	TRPC4 agonist	AI-2 QS modul	TRPC4 PAM	PolyA inhibitor	TRPC6 inh	TRPC4 inh	MrgX1 antag	TRPC6 act
Cc1cccc(CC2S/C(=N/N=C/c3ccco3)NC2=O)c1 (stereo not drawn)	i	-0.1	i	i	9.3	i	i	i	i	i	i
COc1ccc(-n2c(C)cc(/C=N/Nc3nnc(C)n3N)c2C)cc1	i	0.7	i	i	14.7	i	i	i	i	i	i
